# USP1 inh: blocks the human USP1/UAF1 deubiquitinase complex. O94782. recombinant USP1/UAF1, Ub-Rhodamine cleavage fluorescence. Potency, µM (highest dose often 57.1 µM), inactives show top-dose activity change, negative = inhibition, usual class: inhibitors. 390,000 compounds, 0.23% hits. AID 743255; further: potency means the concentration at half of the fitted maximal effect; on the % scale 0 is the no-effect control and ±100 the full control effect; nearly all actives have a fitted effect of over 60% in size; inactives centre near -12
#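 High-throughput fluorogenic screen: 1nM USP1/UAF1 complex, Ub-Rho substrate 150nM final, 50mM HEPES pH 7.8 with 0.5mM EDTA, 0.1 mg/ml BSA, 1mM TCEP and 0.01% Tween-20.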
# TrxR1 substrate: substrates of rat thioredoxin reductase 1; O89049; purified TrxR1 substrate turnover, NADPH consumption readout; Potency, µM (top dose mostly 114 µM), for the others: at the top dose activity change, negative = substrate turnover; 390,000 compounds, 0.01% hits; AID 588456; further: potency means the concentration at half of the fitted maximal effect; on the % scale 0 is the no-effect control and ±100 the full control effect; nearly all actives have a fitted effect of over 50% in size
#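 Rat TrxR1, dispensed at 90 nM, was prereduced with 400 uM NADPH (final) for 5 min at ~22 deg C, then incubated with compound 15 min before 400 uM selenite. A first-read NADPH fluorescence drop versus no-compound background flagged substrates.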
# HP1b chromo inh: blocks HP1-beta chromodomain binding to methylated histone tails; P83916; AlphaScreen HP1-beta / biotin-H3K9me3 peptide binding; Potency, µM (highest dose often 114 µM), inactives show at the highest dose activity change, negative = inhibition, most hits filed as inhibitors; 390,000 compounds, 0.56% hits; AID 540317; further: potency means the concentration at half of the fitted maximal effect; nearly all actives have a fitted effect of over 70% in size; inactives centre near 23
# Target sequence (P83916 whole entry, looked up): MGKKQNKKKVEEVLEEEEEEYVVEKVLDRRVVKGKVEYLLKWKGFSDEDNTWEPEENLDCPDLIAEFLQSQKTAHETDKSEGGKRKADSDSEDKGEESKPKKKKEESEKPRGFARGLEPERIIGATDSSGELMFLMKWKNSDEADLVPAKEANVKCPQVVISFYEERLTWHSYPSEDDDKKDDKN
#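 HP1-beta protein (50 nM final) preincubated 30 min at room temperature with biotinylated H3(1-18)K9me3 peptide (50 nM) in PBS pH 7.4, 0.01% Tween-20, then compound added for 30 min. AlphaScreen streptavidin donor/nickel chelate acceptor beads (10 ug/mL final), 30 min dark, luminescence read.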
# mIDH1 inhibitor: inhibitors of human mutant IDH1 R132H. IDH1-R132H enzyme, NADPH consumption, diaphorase/resazurin fluorescence. Potency, µM (series often up to 76.6 µM), for inactives: top-dose activity change, negative = inhibition, actives largely listed as inhibitors. 390,000 compounds, 0.093% hits. AID 602179; further: potency means the concentration at half of the fitted maximal effect; on the % scale 0 is the no-effect control and ±100 the full control effect; nearly all actives have a fitted effect of over 65% in size
# Target sequence (O75874 whole entry R132H, stated change not applied): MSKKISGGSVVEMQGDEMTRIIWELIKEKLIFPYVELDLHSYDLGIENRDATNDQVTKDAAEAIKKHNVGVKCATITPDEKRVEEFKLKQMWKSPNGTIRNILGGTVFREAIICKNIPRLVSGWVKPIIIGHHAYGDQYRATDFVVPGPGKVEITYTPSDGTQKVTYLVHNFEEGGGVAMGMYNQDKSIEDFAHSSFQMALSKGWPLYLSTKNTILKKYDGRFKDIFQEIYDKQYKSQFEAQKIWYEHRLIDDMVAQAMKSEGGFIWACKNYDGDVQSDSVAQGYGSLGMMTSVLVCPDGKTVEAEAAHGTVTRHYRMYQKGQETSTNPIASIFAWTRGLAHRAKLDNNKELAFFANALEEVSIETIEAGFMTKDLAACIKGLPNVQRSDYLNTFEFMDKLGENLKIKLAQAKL
#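 IDH1-R132H (0.5 ug/mL) preincubated 30 min with compound, then NADPH (0.016 mM) and alpha-KG (2 mM) added; 80 min at RT, pH 7.5. Remaining NADPH coupled via diaphorase/resazurin to fluorescence (540/590 nm); concentration-response curves normalized to no-enzyme control.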
# PI4K2A block: PI4K2A (human) kinase inhibition; Q9BTU6; purified PI4K2A, ADP-Glo luminescence, 1 h; hits give low values; activity change, negative = inhibition, % at 76.9 µM; 420,000 compounds, 0.13% hits; in the data active means activity change below about -50%; inconclusive means mostly about -30% to -49%;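 further: -100% = wells without enzyme as full effect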
#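 PI4K2A activity was measured by ADP-Glo luminescence: enzyme (4 ug/mL stock) and phosphatidylinositol (1.2 mM stock) in Tris pH 7.5/MgCl2/EGTA/Triton X-100 buffer were reacted with ATP (300 microM stock) for one hour at ambient temperature.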
# Pin1 inhibitor: inhibitors of human Pin1. Pin1 FP peptide displacement, HiFluor488, 10 min. Q13526. Potency, µM (top dose mostly 115 µM), for the others: top-dose activity, negative = inhibition, most hits filed as inhibitors. 390,000 compounds, 0.009% hits. AID 504891; active means well fitted inhibition curve with a large enough effect in the polarisation, with a control signal flat, not every such curve was filed as active; inconclusive means small, poorly fitted or top-dose-only effect, or effect the other way, or a change in a side signal; inactive means no such curve, though single readings can be large or run the other way; the % refers to the polarisation; further: potency means the concentration at half of the fitted maximal effect; on the % scale 0 is the no-effect control and ±100 the full control effect
# Target sequence (Q13526 whole entry, looked up): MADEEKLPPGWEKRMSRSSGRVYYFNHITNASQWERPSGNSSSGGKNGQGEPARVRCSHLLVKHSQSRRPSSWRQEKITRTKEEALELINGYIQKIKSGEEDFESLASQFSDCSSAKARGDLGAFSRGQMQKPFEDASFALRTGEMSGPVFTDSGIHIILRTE
# Tb PGK inh: blocks T. brucei phosphoglycerate kinase. P07378. 380,000 compounds, 0.043% hits. Potency, µM (titrated, usually from 57.5 µM), inactives show top-dose activity change, negative = inhibition, actives largely listed as inhibitors. PGK/GAPDH coupled, Kinase-Glo luminescence, 60 min; further: potency means the concentration at half of the fitted maximal effect; on the % scale 0 is the no-effect control and ±100 the full control effect; nearly all actives have a fitted effect of over 60% in size
#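 Luminescent ATP detection (Kinase-Glo Plus) follows a 60-minute room-temperature incubation, with wells lacking PGK as controls. Buffer: 100 mM TEA (pH 7.6), 5 mM MgCl2, 0.01% Tween-20. Coupling enzyme GAPDH (100 nM final) supplies unstable 1,3-BPG in-well.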
# rTrxR1 inhibitor: blocks rat thioredoxin reductase 1; O89049; recombinant rTrxR1, NADPH fluorescence consumption, selenite substrate; Potency, µM (series often up to 114 µM), for inactives: top-dose activity change, negative = inhibition, usual class: inhibitors; 390,000 compounds, 1% hits; AID 588453; further: potency means the concentration at half of the fitted maximal effect; on the % scale 0 is the no-effect control and ±100 the full control effect; nearly all actives have a fitted effect of over 65% in size
#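 Rat TrxR1 (90 nM in the dispensed reagent) was pre-reduced with 400 uM NADPH for 5 min at room temperature, then incubated with compound for 15 min. After 400 uM selenite was added, NADPH fluorescence (Ex 340/Em 450 nm) was followed for 8 min.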
# GLS inh: inhibitors of human glutaminase (GLS). GLS enzymatic activity, qHTS titration. Potency, µM (series often up to 45.5 µM), for the others: at the top dose activity change, negative = inhibition, usual class: inhibitors. 410,000 compounds, 0.21% hits; further: potency means the concentration at half of the fitted maximal effect; on the % scale 0 is the no-effect control and ±100 the full control effect
#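 Human kidney-isoform GLS in 45 mM KH2PO4 pH 8.2, 0.02% Tween-20, with compound, started with 1mM L-Glutamine (added stock). Glutamate oxidase/HRP/Amplex red coupled fluorescence read at start and after 30 min at RT.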
# * marks the source's active call; other numbers are inactive results; i = inactive; ? = inconclusive; & = joins results of further samples; [ ] = dose if it differs, or a comment. Unless noted, the call rests on the fitted dose curve; in most records, active means well fitted curve in the direction sought with a large enough effect; inconclusive means small, poorly fitted or top-dose-only effect, or another doubt; inactive means no such curve, though single readings can be large; an effect the other way counts as inactive or inconclusive.
SMILES,Pin1 inhibitor,HP1b chromo inh,TrxR1 substrate,PI4K2A block,rTrxR1 inhibitor,mIDH1 inhibitor,GLS inh,USP1 inh,Tb PGK inh
COc1ccccc1NC(=O)CSc1ccc2nnc(-c3cccnc3)n2n1,2.0%,87.2%[activator],6.0%,-3.8,19.6%,13.2%,0.6%,?,i
FC(F)(F)c1cc(-c2ccccc2)nc(NC2CCCC2)n1,4.2%,152.4%[activator],-3.3%,2.6,-3.7%,1.7%,-13.3%,-19.0%,-8.5%
CSc1ncccc1C(=O)OCC(=O)NC(C)C,-3.3%,32.5%,3.9%,-17.6,13.1%,3.1%,-2.5%,-18.1%,-3.4%
CC(=O)c1c(C)[nH]c(-c2ccccc2)nc1=S,-1.0%,43.5%[activator],2.8%[57.1 µM],-3.2,-2.7%[57.1 µM],-4.5%,-14.8%,-13.0%,-1.7%
O=C(NCc1ccccc1Cl)C1CCN(c2ncnc3c2nc2n3CCCCC2)CC1,-0.9%&1.2%,16.7%&25.1%,-6.0%&1.3%,-6.2&-2.4,2.3%&11.1%,-11.3%&0.0%,-1.1%&7.3%,-17.9%&-5.8%,14.2%
O=C1/C(=C\c2ccccc2Cl)SC(=S)N1CCC(=O)N1CCCc2ccccc21,1.6%,?,-6.2%,8.2,-32.4%,2.0%,-3.8%,-19.6%,10.0%
CC(C)(C)c1cc(NC(=O)COC(=O)c2ccc3c(=O)n4c(nc3c2)CCC4)n(-c2ccccc2)n1,-4.0%,52.3%[activator],1.5%,1.9,3.5%,-1.3%,-7.5%,-4.8%,-3.9%
Cc1cc(C(=O)Nc2cccc(S(=O)(=O)N3CCCCC3)c2)c2ccccc2n1,12.9%,-15.3%,7.9%[57.1 µM],3.2,10.5%[57.1 µM],-1.1%,0.5%,-21.5%,-6.4%
COCCNC(=O)C1CCCN(S(=O)(=O)c2c(C)noc2/C=C/c2cccs2)C1 (centres undefined),-1.5%,12.3%,-9.3%,-6.2,-14.1%,-5.1%,3.2%,-14.8%,i
CN(C)CCN1C(=O)C(=O)/C(=C(/O)c2ccc(F)cc2)C1c1ccccc1F (centres undefined),8.9%,13.5%,-18.4%,-1.3,-29.9%,-0.8%,-2.8%,-10.3%,i
CCc1ccc(NC(=O)CSc2nc(=O)n3cc(C)ccc3n2)cc1,-2.0%,36.8%,-9.8%,-1.9,4.7%,-1.6%,-22.9%,-8.6%,-4.7%
O=C(C1=COCCO1)N(Cc1nnc(-c2ccccc2Cl)o1)C1CC1,-3.3%,34.6%,4.7%,2.2,17.9%,3.6%,2.2%,-7.0%,-4.9%
O=C(Nc1ccc2nc(SCCOc3ccccc3Cl)sc2c1)c1ccco1,44.5%[activator],31.8%,3.3%,7.4,-8.9%,5.3%,4.1%,-21.6%,-1.5%
CCCC(=O)Nc1nc2ccc(NC(=O)c3ccc(Br)o3)cc2s1,-1.5%,6.2%,3.5%[57.1 µM],1.1,3.2%[57.1 µM],-3.2%,2.2%,-6.3%,i
CCCCn1c(CCC(=O)O)nc2c1c(=O)[nH]c(=O)n2CCC,4.9%,19.8%,-4.5%,5.2,4.8%[57.1 µM],4.6%,12.8%,-13.2%,-2.4%
O=C1OC(c2ccc(F)cc2)=N/C1=C\c1ccc(Br)o1,-18.6%,6.2%,0.6%[57.1 µM],0.3,12.3%[57.1 µM],14.2%,3.2%,-4.8%,-3.9%
OCCNCc1c(OCc2ccc(Cl)cc2)ccc2ccccc12,-5.2%,34.9%,4.8%,-2.2,17.9%,14.7%,-1.4%,-10.0%,-5.7%
CCC1CCCCN1S(=O)(=O)c1ccccc1 (centres undefined),-2.0%,29.1%,2.3%,-3.7,10.7%,12.0%,0.5%,-10.7%,2.1%
COc1cc(/C=C/c2noc(-c3ccccc3O)n2)cc(OC)c1OC,-4.5%,4.4%,106.7%[activator],-2.5,36.2%[57.1 µM],5.8%,7.9%,-3.7%,0.2%
CCC(=O)N1CCc2cc(S(=O)(=O)NCc3ccc(C)cc3)ccc21,-1.3%,8.8%,15.6%,-1.8,3.1%,5.6%,-13.8%,-10.5%,i
COc1cccc(C(=O)OCn2nnc3ccccc3c2=O)c1OC,9.6%,54.6%[activator],-4.7%[57.1 µM],-1.0,21.9%[57.1 µM],14.3%,-3.5%,-14.8%,-1.8%
COc1cccc(C(=O)NCCNC(=O)c2ccco2)c1,-0.3%,2.9%,1.2%,-0.4,26.0%,-1.3%,-19.8%,-5.8%,0.3%
CCOc1ccc(S(=O)(=O)NC(C)C(=O)NCc2cccnc2)cc1 (centres undefined),-7.2%,37.2%,4.8%,-3.3,13.3%,3.7%,1.9%,-9.3%,-4.5%
CCOC(=O)c1cc(-c2ccccc2)n(CCCC(=O)Nc2ccc(C)c(Cl)c2)c1C,18.0%,24.3%,5.2%[57.1 µM],-2.1,23.7%[57.1 µM],7.1%,-11.4%,-15.2%,i
COc1cc(OC)cc(C(=O)Nc2ccccc2NC(C)=O)c1,-2.4%,12.0%,9.9%[57.1 µM],1.7,5.1%[57.1 µM],-0.2%,2.9%,-12.9%,1.9%
COC(=O)c1cccc(NC(=O)c2nn(C)c(=O)c3ccccc23)c1,-3.1%,25.2%,-10.2%,6.7,-8.2%,4.2%,-0.7%,4.4%,-2.7%
CCOc1ccccc1CNC(=O)CCNC(=O)Cn1ccc2ccccc2c1=O,39.9%[activator],4.5%,6.2%,5.2,9.0%,1.1%,9.2%,-4.6%,-7.8%
O=[n+]1c2c(n([O-])c3cc(Br)ccc31)CCC2,?,10.4%,7.5%[57.1 µM],-10.6,-19.0%[57.1 µM],4.0%,20.4%,-5.7%,8.0%
COc1ccccc1NC(=O)CSc1nncn1-c1cccnc1,8.5%,12.7%,3.4%[57.1 µM],1.8,3.1%[57.1 µM],0.6%,6.1%,-7.8%,-3.4%
Cc1cc(C)cc(NC(=O)c2cccc3c2C(=O)N(C2CCCCC2)C3)c1,-1.2%&-2.5%,9.3%&30.9%,-12.3%&-5.3%,0.1&-3.6,?,-11.3%&-14.8%,15.1%&8.7%,-2.4%&-14.3%,4.1%&2.2%
CN(C(=O)c1ccc(F)cc1)c1ccccc1C(=O)NCc1ccccc1,-17.0%,29.6%,2.7%,-1.4,-0.7%,10.7%,-1.0%,-16.5%,-1.5%
COc1ccc(S[C@@H](CCN2CC[C@H](C)CCC2=O)c2ccccc2)cc1,1.7%,70.1%[activator],4.1%&-4.0%,0.7,-7.6%&-31.7%,13.1%,-4.3%,-25.3%,-0.1%
CCn1cc(S(=O)(=O)CC(=O)Nc2ccc3c(c2)OCCO3)c2ccccc21,-7.6%,3.5%,3.3%[57.1 µM],0.7,26.7%[57.1 µM],2.0%,10.5%,-1.4%,i
Cc1cc(C=NCCO)c(C)n1-c1cc(Cl)ccc1Cl,-6.0%,2.3%,4.6%[57.1 µM],1.1,30.1%[57.1 µM],3.3%,-39.0%,-5.7%,-0.9%
O=[N+]([O-])c1ccccc1/C=C\C=N\N1CCN(c2ccccc2)CC1,5.4%,?,-6.1%,1.8,26.3%,-1.1%,11.7%,-15.7%,i
Cc1cccc(C(=O)NCC(=O)OCc2cc(=O)n3nc(CC(C)C)sc3n2)c1,-4.1%,11.1%,3.3%[57.1 µM],8.0,8.1%[57.1 µM],15.4%,-14.9%,-23.2%,-1.6%
O=C(COC(=O)c1ccc(OC(F)F)cc1)NCCNC(=O)COC(=O)c1ccc(OC(F)F)cc1,7.6%,26.0%,-0.7%,2.1,11.9%,6.3%,2.7%,-18.7%,-3.6%
CCC1Oc2ccccc2N(CC(=O)NCCCN2CCCCC2CC)C1=O (centres undefined),-5.9%,20.4%,6.5%,-0.4,0.5%,-2.7%,20.0%,11.9%,-4.3%
Cn1c(SCc2ccc(F)cc2Cl)nc2ccccc2c1=O,1.9%,39.7%,-11.6%,0.9,-8.2%,1.0%,4.5%,-2.5%,-5.5%
CCCCc1cc(=O)oc2cc(OCC(=O)NCCN3CCOCC3)c(Cl)cc12,-6.9%,12.9%,11.2%,-3.2,4.5%,18.0%,4.0%,-13.8%,-4.5%
CCOc1ccccc1N1CC(C(=O)NNC(=O)c2ccc(F)cc2)CC1=O (centres undefined),1.6%,22.7%,0.4%,-1.3,18.4%,-9.3%,5.2%,-2.0%,-3.6%
N#CC1CN(C(c2ccccc2)c2ccccc2)C1,0.8%,29.7%,-3.8%,0.3,-10.0%,0.0%,-8.9%,-8.3%,-5.0%
N#CCN=C(c1ccccc1)c1ccccc1,0.3%,53.3%[activator],3.7%,4.2,16.0%,15.3%,-1.0%,?,0.8%
Cc1cccc(-n2ncc3c(N4CCCC(C)C4)ncnc32)c1 (centres undefined),?,105.0%[activator],-12.5%[57.1 µM],-10.6,-13.6%[57.1 µM],-5.6%,-6.3%,-6.8%,-7.0%
CCCCN(C(=O)CSc1nn(-c2ccc(F)cc2)c(=S)s1)c1c(N)n(CCCC)c(=O)[nH]c1=O,?,3.9%,-9.2%,-1.3,-18.4%,7.2%,2.6%,-3.3%,-2.0%

# Source: PubChem BioAssay (National Center for Advancing Translational Sciences (NCATS))

# A portion of the library, so the mix of outcomes need not match the whole.
